All columns: NCI-60 one-dose screen, growth in % after 48 h at 10 µM unless noted; 100 = growth as untreated, 0 = no growth, -100 = all killed.
SNB-75 = SNB-75 CNS cancer; hit rate 5% among 79,000
HCC-2998 = HCC-2998 colon cancer; hit rate 4.7% among 79,000; AID 1794799
HT29 = HT29 colon cancer; hit rate 7.4% among 81,000; AID 1794748
HCT-116 = HCT-116 colon cancer; AID 1794798; hit rate 7.3% among 82,000
SW-620 = SW-620 colon cancer; hit rate 5.2% among 82,000; AID 1794795
COLO 205 = COLO 205 colon cancer. hit rate 7.3% among 79,000
SNB-19 = SNB-19 CNS cancer cells | hit rate 2.5% among 81,000 | AID 1794751
HCT-15 = HCT-15 colon cancer | hit rate 5.2% among 82,000
KM12 = KM12 colon cancer cells | hit rate 5% among 82,000
Starred values were filed as active, the others as inactive; nt = no result given; & = joins results of further samples; [ ] = another dose, or the depositor's remark. How the source made its calls: active means growth percent below 10; inactive means the rest. Hits appear at their usual frequency (roughly 10% active in at least one column).

SMILES	SNB-75	HCC-2998	HT29	HCT-116	SW-620	COLO 205	SNB-19	HCT-15	KM12
CCc1ccc(C2=NN(c3ccc(S(N)(=O)=O)cc3)C(c3cccc(Cl)c3)C2)cc1 (centres undefined)	99	96	76	89	100	91	99	83	84
C=C1CC[C@H]2[C@@](C)(CCC3OC(c4ccc(OCc5cn(CC6OC(OC(=O)c7ccccc7)C(OC(=O)c7ccccc7)C(OC(=O)c7ccccc7)C6OC(=O)c6ccccc6)nn5)cc4)OC[C@]32C)[C@@H]1/C=C/C1=CCOC1=O (some centres undefined)	105	111	113	103	107	108	97	96	105
CCSc1cc(=O)[nH]c(N)n1	101	110	104	97	104	108	107	99	92
CC12c3[nH]c4ccccc4c3CCN1C(c1ccccc1)=NN2c1ccccc1 (centres undefined)	81	107	105	90	88	102	90	105	95
O=C(O)C(O)C(=O)O	97	113	107	112	110	109	114	106	105
Nc1ccc2[nH]cc(-c3c4ccsc4cc4[nH]c5ccc(N)cc5c34)c2c1	94	98	89	81	92	89	101	100	86
COc1cc(/C=C/c2nnc(-c3cc(-c4ccc(F)c(F)c4)n[nH]3)o2)cc(OC)c1OC	91	110	80	86	111	99	92	94	99
CCCCCCCCCCCCCCCCC(C(=O)OCC)C(=O)OCC	101	97	110	106	98	120	99	102	100
CC(=O)CC1CCCCCC1	66	100	103	102	107	104	106	97	105
O=C(Nc1nccnc1OCc1ccccc1)Nc1cccc2ccccc12	56	92	78	70	76	nt	53	88	95
CC1(C)OCC2OC=CC(=O)C2O1 (centres undefined)	nt	107	nt	111	100	111	97	116	106
[O-][n+]1ccccc1CCc1cccc[n+]1[O-]	106	100	99	106	99	116	98	99	102
O=C1c2ccccc2C(=O)c2c(N=Nc3sc(=O)[nH]c3S)cccc21	112	102	83	96	90	99	93	94	90
O=C(/C=C/c1ccccc1)N[C@@H](CO)Cc1c[nH]c2ccccc12	85	112	101	107	104	101	101	93	106
Cc1c(Cl)c(=O)n2c(-c3ccc(Cl)cc3)csc2c1C#N	87	100	101	102	98	95	106	105	94
CCN(CC)c1ccc2nc3ccc(=[N+](CC)CC)cc-3oc2c1	1.6*	40	nt	-41*	6.3*	-70*	-1.6*	35	4.2*
CCCCCOc1ccc2ccccc2c1	89	99	112	99	101	111	104	101	107
CCN1C/C(=C\c2ccc(Cl)cc2)C(=O)/C(=C/c2ccc(Cl)cc2)C1	83	94	82	92	100	110	96	106	105
CC(=O)N1N/C(=C2/C(C)=NC(=S)NC2c2ccccc2)CC1c1ccccc1O (centres undefined)	77	107	103	101	96	107	95	102	100
O=C(N/N=C/c1ccc(O)cc1O)c1cccc(Nc2ccnc(C(F)(F)F)c2)c1	32	34	42	12	36	43	36	27	35
O=C1CCN(Cc2ccccc2)C(=S)N1	83&125	100&99	98&121	106&103	105&105	108&111	101&105	98&99	105&104
O=C(Nc1ccc2c(ccn2C(=O)c2cccc(F)c2)c1)NC1CCCCC1	105	92	71	76	97	102	81	70	91
COc1cc(-c2nn(-c3cccc(NC(=O)CN4CCCCC4)c3)cc2-c2ccncc2)ccc1Cl	61	96	90	91	88	87	94	98	98
C=CCCCOC1[C@H](OCc2ccccc2)C(OCc2ccccc2)C(OC)O[C@@H]1CNC(=O)c1cccc(I)c1 (some centres undefined)	54	87	33	20	33	37	50	25	39
COCc1c(C#N)c(Cl)nc(C)c1[N+](=O)[O-]	81	100	96	83	107	106	104	98	100
Nc1nc(-c2cccc(Cl)c2)cc(-c2cc3ccccc3oc2=O)n1	nt	109	88	81	nt	105	84	103	101
COc1ccc2c(c1)c(-c1nc(-c3cn(C)c4ncccc34)cs1)cn2CCO	91	95	75	74	94	81	90	61	49
CC(=O)Oc1ccccc1C(=O)N(/N=C1\C(=O)N(C(C)=O)c2ccccc21)C(C)=O	66	108	110	102	103	127	99	107	99
Cc1cc(=O)[nH]c(SCC(=O)Nc2ccc(-c3nc4ccccc4[nH]3)cc2)n1	119	105	104	104	103	101	100	101	72
CCCCCCCOc1c(C(=O)O)cccc1[N+](=O)[O-]	92	97	95	95	97	109	99	112	95
O=c1[nH]nc(-c2cn(-c3ccccc3)nc2-c2ccc(OCc3ccccc3)cc2)[nH]1	104	99	87	94	96	90	95	77	76
CC(=O)Nc1ccc(NC(C)=O)c([N+](=O)[O-])c1	94	93	106	96	105	114	99	106	107
Cc1[nH]c2ccccc2c1C1=CC(=O)C=CC1=O	83	99	105	82	69	56	93	75	88
Cc1cc(C)c2c(-c3cc(-c4ccc(N(C)C)cc4)c(C#N)c(N)n3)cc(C(=O)c3ccc(Br)cc3)n2c1	96	104	105	92	103	133	98	95	97
COc1ccc(Nc2ncccc2/C=C/C(=O)c2cc(OC)c(OC)c(OC)c2)cc1	21	-76*	-67*	-50*	-68*	-77*	33	-57*	-87*
CCCCCCCCCCCCCCNc1nc(C#N)ncc1-c1ccc(C(F)(F)F)cc1	90	nt	91	98	100	100	111	98	97
COc1ccc(C2CC(c3c(C)oc4c(OC)c5occc5c(OC)c4c3=O)=NN2)cc1OC (centres undefined)	67	112	105	88	112	103	92	95	109
CCC(=O)c1cccc2ccccc12	93	108	100	109	102	108	102	100	113
CN(C)CCOC(=O)Nc1nc2ccc(C(=O)c3ccccc3)cc2[nH]1	99	112	91	106	93	108	99	88	80
Cc1cc(=O)n2cn[nH]c2n1	116	98	120	98	102	107	97	146	104
CCCCCCCCCCCCCCCCCCC1=C(O)C(=O)C=C(OC)C1=O	118	94	100	93	111	115	99	84	93
CC(=O)Oc1ccc(C2OC(c3ccc4ccccc4c3OC(C)=O)=NN2C(C)=O)c(OC(C)=O)c1 (centres undefined)	nt	30	27	21	32	16	37	34	20
CC(C)OC(=O)CC[C@H](N)C(=O)O	75[20 µM]	101[20 µM]	101[20 µM]	98[20 µM]	95[20 µM]	108[20 µM]	95[20 µM]	103[20 µM]	106[20 µM]
COc1ccc(-c2nnc(SCC(=O)Nc3ccc(C(=O)/C=C/c4ccccc4)cc3)n2-c2ccccc2)cc1	89	111	95	66	96	109	88	99	99
C#Cc1nc(C(=O)NCCCCCCC(=O)NO)cs1	-65*	26	5.5*	-18*	0.6*	-62*	31	41	-7.9*
C/C(O)=C(\C=N\C(N)=S)C(=O)Nc1ccccc1C	88	98	107	98	101	99	102	101	106
COc1cc(CNC(=O)/C=C/c2ccccc2)ccc1OCc1cn(-c2ccc(Cl)cc2)nn1	70	97	92	89	93	98	83	83	94
COc1ccc2nc3cc(Cl)ccc3c(N3CCN(c4nccc(Nc5ccc(Cl)cc5)n4)CC3)c2c1	51	92	70	12	74	96	92	56	62
CC(=O)OCCCCCCN1C=C/C(=C\C(=O)n2ccc3ccccc32)c2ccccc21	87	113	112	102	98	114	98	102	96
CN1C(=O)N(C)C2(c3ccccc3)N(CC(=O)Nc3ccccc3O)C(=O)NC12c1ccccc1 (centres undefined)	74	118	111	98	97	110	100	103	105

Seven compounds from above, showing only SNB-19.
SMILES | SNB-19
CC(=O)Nc1ccc(NC(C)=O)c([N+](=O)[O-])c1 | 99
Cc1[nH]c2ccccc2c1C1=CC(=O)C=CC1=O | 93
Cc1cc(C)c2c(-c3cc(-c4ccc(N(C)C)cc4)c(C#N)c(N)n3)cc(C(=O)c3ccc(Br)cc3)n2c1 | 98
COc1ccc(Nc2ncccc2/C=C/C(=O)c2cc(OC)c(OC)c(OC)c2)cc1 | 33
CCCCCCCCCCCCCCNc1nc(C#N)ncc1-c1ccc(C(F)(F)F)cc1 | 111
COc1ccc(C2CC(c3c(C)oc4c(OC)c5occc5c(OC)c4c3=O)=NN2)cc1OC (centres undefined) | 92
CCC(=O)c1cccc2ccccc12 | 102

The list goes on:
SMILES	SNB-75	HCC-2998	HT29	HCT-116	SW-620	COLO 205	SNB-19	HCT-15	KM12
COc1cc(-c2cc(-c3nc4cc(F)ccc4nc3C)nc(N)n2)cc(OC)c1OC	98	105	95	94	89	145	128	95	104
Nc1c(C(=O)Nc2ccncc2)sc2nc3c(cc12)CCCCC3	94	85	53	66	105	87	96	64	76
COc1cccc(Cn2cc(C(=O)Nc3cccnc3Nc3ccc(O)cc3)nn2)c1	92	103	104	106	105	113	100	113	95
Cc1sc(=S)n(CC(=O)O)c1C	106	97	98	110	107	110	109	98	104
CCCC(C)C(C)(C(=O)OCC)C(=O)OCC (centres undefined)	nt	103	101	100	106	110	105	103	107
OC1c2ccccc2-c2ccccc21	84	101	103	107	110	116	109	96	107
CC1(CC(=O)Nc2ccccc2)Nc2cc(Cl)ccc2-c2ccnn21 (centres undefined)	91	109	96	96	108	99	105	88	105
CC(C(=O)c1c([O-])on[n+]1-c1ccccc1)n1cnnc1 (centres undefined)	105	99	106	99	107	106	105	106	100
C=CCOc1cccc(/C=C/C(=O)c2sc(Nc3cccnc3)nc2C)c1	2.2*	87	17	20	15	91	58	34	24
COc1ccccc1-n1cnc(N)c1C(=O)c1cc(OC)c(OC)c(OC)c1	8.4*	62	12	24	24	66	55	36	16
O=C1Nc2ccc(Cl)cc2/C1=C/c1ccc(OCc2ccc(F)cc2)cc1	90	102	99	89	102	99	99	88	99
CC(=O)Oc1ccccc1C(=O)Oc1ccccc1	136	101	81	96	110	107	88	130	110
COC(=O)C1CCC(=O)CC1	104	105	111	102	102	103	101	106	117
N#CC(CCc1ccccc1[N+](=O)[O-])(CCc1ccccc1[N+](=O)[O-])C(N)=O	89	94	94	100	98	98	88	103	96
N#C/C(=C\c1c2ccccc2cc2ccccc12)C(N)=O	65	103	98	94	101	109	88	88	94
CC(Sc1nc2ccccc2c(=O)n1CCc1ccc(S(N)(=O)=O)cc1)C(=O)Nc1ccccc1 (centres undefined)	91	107	97	98	111	118	101	96	96
CC(c1ccccc1)N1CSc2nc3ccccc3n2C1 (centres undefined)	101	113	107	107	106	113	97	105	99
COc1cc([N+](=O)[O-])ccc1S(=O)(=O)Cl	74	118	104	nt	105	113	101	96	106
CCOC(CNC(=O)c1cccc([N+](=O)[O-])c1)OCC	83	nt	111	nt	102	108	103	100	112
CC12CC[C@@H]3[C@]4(C)COC(c5cn[nH]c5-c5ccc(Br)cc5)O[C@@H]4CC[C@@]3(C)[C@@H]1CC(C1=CCOC1=O)O2 (some centres undefined)	nt	56	48	23	62	39	59	42	39
COc1ncnc(NS(=O)(=O)c2ccc(NC(=O)c3ccccc3F)cc2)c1OC	86	96	97	82	111	108	96	102	100
CCOC(=O)C(C#N)C1CCCC(C)CC1 (centres undefined)	124	102	102	110	105	116	107	101	112
CC1=NN(c2ccccc2)C(=O)/C1=C\c1ccc(N(CCC#N)CCC#N)cc1	99	98	98	94	103	108	102	99	97
CC(=O)c1nn(-c2ccc([N+](=O)[O-])cc2)/c(=N\N=C\c2coc3ccc(F)cc3c2=O)s1	72	109	111	102	91	113	93	102	102
Clc1ccc(C2CC(c3cccc(OCCCCOc4cccc(C5=NOC(c6ccc(Cl)cc6)C5)c4)c3)=NO2)cc1 (centres undefined)	80	110	100	78	104	98	86	91	93

Next section (2 carried over from the part before).
SMILES	SNB-75	HCC-2998	HT29	HCT-116	SW-620	COLO 205	SNB-19	HCT-15	KM12
CC(=O)c1nn(-c2ccc([N+](=O)[O-])cc2)/c(=N\N=C\c2coc3ccc(F)cc3c2=O)s1	72	109	111	102	91	113	93	102	102
Clc1ccc(C2CC(c3cccc(OCCCCOc4cccc(C5=NOC(c6ccc(Cl)cc6)C5)c4)c3)=NO2)cc1 (centres undefined)	80	110	100	78	104	98	86	91	93
COc1ccc(-c2cc(NC(=O)Nc3cccc(C(C)=O)c3)no2)cc1	84	102	103	96	103	116	103	99	101
c1ccc(CCN2CCC(COC(c3ccccc3)c3ccccc3)C2)cc1 (centres undefined)	81	66	20	47	73	64	94	34	63
COc1nc2c(c(=O)[nH]1)C(c1cc3cc(C)ccc3[nH]c1=O)C1=C(CC(C)(C)CC1=O)N2 (centres undefined)	100	108	82	97	108	99	111	111	107
COc1ccc(-c2nc(SCCC(C)C)nc(N/N=C\c3cccc([N+](=O)[O-])c3)c2C#N)cc1	-14*	52	30	23	16	42	45	39	27
COC(=S)Nc1ccc(S(=O)(=O)Nc2ccc(Cl)nn2)cc1	82	101	108	100	91	95	98	97	102
O=C(/C=C/c1ccccc1)c1ccc([N+](=O)[O-])cc1	110	101	103	43	104	115	119	102	92
CC(=O)C1C(=O)C(=O)N(c2ccc([N+](=O)[O-])cc2[N+](=O)[O-])C1=O (centres undefined)	93	99	103	94	105	110	96	103	103
CC(=O)Nc1ccc(Br)c(NC(C)=O)n1	90	107	115	101	108	104	119	99	106
Cc1c(C(=O)NCCCc2ccccc2)sc2ncc(-c3ccc(Br)cc3)n12	98	110	120	104	105	113	101	104	100
CCCC(CC)(CC)CO	70	108	105	111	106	111	102	97	106
O=C(Nc1ccc(F)cc1)Nc1ccc2c(ccn2C(=O)c2cccc(F)c2)c1	90	103	90	85	89	107	89	85	94
O=C(Oc1ccc(-c2cssc2=S)cc1)c1cn(C2CC2)c2cc(N3CCNCC3)c(F)cc2c1=O	114	113	112	112	108	119	109	103	107
CC(=O)Nc1ccc2c(c1)C[N+](C)(C1CCCCC1)CO2 (centres undefined)	101	103	86	104	103	105	113	105	106
COc1ccc(/C=c2\c(=O)n(-c3ccccc3)c3nn4c(n23)=NNC42CCCCC2)cc1	88	107	106	96	103	105	94	102	102

Screening results as filed in PubChem.
